Source: PubChem BioAssay
CFTR F508del cor: correctors of CFTR F508del function in bronchial epithelial cells; CFBE cells, YFP halide quenching; stimulated with forskolin plus potentiator P3; % fluorescence drop versus neutral controls; activity (quench increase), % at 7.58 µM; hit rate 0.36% among 350,000; AID 720511;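 active = mean added fluorescence quench of at least 8% versus neutral control, with both replicates also reaching 8%; inconclusive = only one of the mean or replicate conditions met; inactive = mean below 8% and not both replicates reaching 8%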;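 also: cells transiently co-express mutant CFTR-F508del with the halide-sensitive YFP; corrector assay measuring rescue of mutant channel to the surface after 24 h compound exposure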
PAX8 reporter: PAX8 transcriptional activity inhibition | inhibition, % at 12.6 µM | RMG-I TPO-luciferase reporter, SteadyGlo, 24 h | hit rate 1.2% among 360,000 | AID 652154;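 active = mean replicate inhibition at least 60% with every replicate also reaching 60%; inconclusive = only one of the two criteria is met; inactive = mean below 60% and not all replicates reaching 60%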;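 also: luciferase light reporting Pax8 driven TPO promoter activity; plate controls were median of neutral control wells for no effect and mitoxantrone controls for full effect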
INS-1E GSIS act: GLuc luminescence reporter in INS-1E cells, primary screen for activators of glucose-dependent secretion of insulin; INS-1E GLuc reporter insulin secretion, 2-3 h; activation, % at 16.6 µM; hit rate 0.61% among 370,000; AID 743287;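 active = lowest replicate activation of at least 40%, so every replicate reaches that level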;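 also: 0% = median of neutral control wells and 100% = median of IBMX positive control wells; some compounds called inactive have numbers as strong as hits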
FN deposit inh: fibronectin deposition inhibition; AH1F fibroblasts, Alexa488-fibronectin deposition fluorescence, overnight; inhibition, % at 12.6 µM; hit rate 0.086% among 350,000; AID 743247;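 active = mean inhibition across replicates of 30% or more, regardless of how many single replicates reach that level; inconclusive = mean under 30% yet at least half of replicates reach 30%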;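 also: positive control wells lacked labelled fibronectin entirely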
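Material: AH1F fibroblast monolayer depositing Alexa488-labelled fibronectin into matrix | Input: 10000 AH1F cells/well | Medium: DMEM plus 2% serum, read in PBS | Reagent: Alexa488-fibronectin, 24 nM final in well | Compound dosing: One dose per compound, pinned | Schedule: 1 h adhesion, overnight exposure | Measured by: Fluorescence at 485 nm excitation, 525 nm emission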
DENV2 CPE: protects cells from dengue virus 2 cytopathic effect. DENV2-infected cells, cytopathic effect rescue, plate reader. CPE inhibition, % at 9.99 µM. hit rate 1.7% among 350,000. AID 651640; in the data active = CPE inhibition above about 20%, passing the limit was not always enough; inconclusive = no clear call, values can overlap the other calls; tested in BHK-21 cells;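 also: 0% = median of neutral control wells and 100% = median of positive control wells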
EWS-Fli inh: inhibitors of EWS/Fli oncoprotein transcriptional activity; A673 NR0B1-luciferase reporter, viability-normalised; inhibition, % at 12.6 µM; hit rate 0.67% among 350,000; AID 651661;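 active = mean inhibition of at least 50% after viability correction, with every replicate also passing that limit; inconclusive = mean reaches 50% but only one of two replicates passes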;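 also: firefly luciferase signal divided by Alamar Blue viability fluorescence both relative to DMSO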
miR122 inh: blocks miR-122 activity in Huh7 sensor cells; hit rate 0.3% among 340,000; Huh7 miR-122 Renilla luciferase sensor, 48 h; neutral wells = 0, positive control = 100; activation (reporter increase), % at 12.5 µM; AID 602342;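 active = mean replicate activation score at least 90 and every replicate individually at or above 90; inconclusive = only one of the two criteria met; inactive = neither criterion met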;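 also: higher luciferase means less miR-122 activity so hits act as miR-122 inhibitors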
Numbers without * were called inactive; ? = inconclusive; . = not tested or not shown; & = joins results of further samples; [ ] = dose if it differs, or a comment.

Structure,CFTR F508del cor,PAX8 reporter,INS-1E GSIS act,FN deposit inh,DENV2 CPE,EWS-Fli inh,miR122 inh
CCC(=O)N1[C@H](CO)[C@H](c2ccccc2)[C@H]1CN(CC)C(=O)c1ccccc1,-1.3,-1.5,11.3,.,0.3,-7.7,11.4[16.7 µM]
COc1ccc(OC)c(/C=N/n2c(C)nc3ccccc3c2=O)c1,-2.1,3.9,27.1,9.2,-1.7,-7.6,-1.7
COc1ccc(-c2noc(CCC(=O)NCC3CCCO3)n2)cc1OC (centres undefined),-1.0,0.0,7.7,-3.4,14.3,-0.3,-10.2
COc1ccc(CCNC(=O)COC(=O)c2ccc(C)s2)cc1,-4.6,-6.7,2.5,.,18.1,1.3,3.9
CC1(C)CC(NCCN2CCN(C3=CC(=C(C#N)C#N)CC(C)(C)C3)CC2)=CC(=C(C#N)C#N)C1,-4.3,12.2,-30.3,4.6,5.2,-3.9,.
COc1ccc(NC(=O)c2ccc3c(c2)OCO3)cc1S(=O)(=O)N1CCOCC1,2.2,-0.3,25.4,2.1,9.6,-9.7,.
COc1ccc(C(=O)Nc2nnc(CCc3ccccc3)s2)c(OC)c1,5.6,-1.4,.,0.5,-9.5,-19.2,-4.8
Clc1ccccc1CN(Cc1ccco1)Cc1nnnn1C1CCCC1,.,10.6,.,-5.6,.,.,7.8
COc1ccc2sc(-c3ccccc3OC)c(-c3ccc(OC)nc3)c2c1,-1.0,-32.7,11.7,-5.3,?,-52.9,-1.6
CCN1C(=O)c2cccc3c(N)ccc1c23,0.5,-22.4,-11.0,-8.2,-6.2,7.3,8.5
COc1ccc(S(=O)(=O)N(C)C[C@H]2Oc3ccc(NC(=O)Cn4cnnn4)cc3C(=O)N([C@H](C)CO)C[C@@H]2C)cc1,-1.4&2.9,3.6,2.4&-7.3,6.1&3.3,7.7&6.7,-0.2&4.6,1.8[16.7 µM]
CC(C)C(=O)Nc1ccc2c(c1)C(=O)N(C)[C@@H]1CC[C@H](CC(=O)O)O[C@H]1CO2,-2.6,-15.7,5.9,-1.6,-0.9,-7.5,-33.3[16.7 µM]
NC(=O)CC(NC(=O)c1cccc(Br)c1)c1ccc(N2CCN(c3ccc(F)cc3)CC2)c([N+](=O)[O-])c1 (centres undefined),-0.8,10.8,-35.7,-10.2,-0.1,6.3,.
O=C(Oc1ccc[nH]c1=O)c1cc([N+](=O)[O-])cc([N+](=O)[O-])c1,-1.2,0.2,7.3,-2.0,-3.2,9.3,.
Cc1cccc(NC(=S)N(C)C2CCCCC2)c1,1.9,-10.1,8.4,.,3.5,-7.4,-3.0
Cn1c(/C=C/c2cccc(Br)c2)nc2ccccc2c1=O,-1.6,-49.8,-12.1,1.1,7.3,-62.0,.
COc1ccc(-c2cc(C(=O)OCC(=O)N3CCOCC3)c3ccccc3n2)cc1,-3.1,-49.5,6.4,-0.9,9.2,-49.1,-14.1
COc1ccc(NC(=O)/C=C/c2ccc(Br)o2)cn1,-2.1,-41.3,-6.9,1.8,0.7,-47.2,-1.9
O=C(NN=C1CCCC1)c1ccc(O)cc1,0.2,-14.6,8.6,7.1,10.5,0.8,-10.6
COc1cccc(C(=O)Nc2ccc3c(c2)C(=O)N(C)C[C@H](OC)[C@@H](C)CN(CCc2ccccc2)[C@H](C)CO3)c1,-6.3,47.1,-45.5,5.9,-0.7,8.6,.
Cc1cc(C)c(CN2CCC(n3nccc3NC(=O)CCOc3ccccc3)CC2)cc1C,-1.0,9.9,-22.3,3.2,3.4,.,-6.5
CCS(=O)(=O)Nc1ccc2c(c1)C(=O)N(C)C[C@H](OC)[C@H](C)CN(CC1CCCC1)[C@@H](C)CO2,0.6,-6.4,-11.6,-1.4,.,8.2,0.4[16.7 µM]
COC(=O)N1CCCCC1c1cc(C(=O)NCc2ccc(Cl)c(Cl)c2)no1 (centres undefined),-4.7,11.4,73.2*,-0.4,-3.4,4.1,-3.2
O=C(COC(=O)c1ccccc1Nc1ccccc1)Nc1ccccc1,.,-3.6,21.7,-3.6,-2.2,?,.
C/C(CC(=O)Nc1ccc(C)c(Cl)c1)=N\NC(=O)Cc1cccs1,0.4,1.4,11.0,-1.3,16.9,-1.3,5.2

6 entries from above in another layout:
Results follow in this order: CFTR F508del cor, PAX8 reporter, INS-1E GSIS act, FN deposit inh, DENV2 CPE, EWS-Fli inh, miR122 inh
- COc1ccc(OC)c(/C=N/n2c(C)nc3ccccc3c2=O)c1
  -2.1, 3.9, 27.1, 9.2, -1.7, -7.6, -1.7
- Cn1c(/C=C/c2cccc(Br)c2)nc2ccccc2c1=O
  -1.6, -49.8, -12.1, 1.1, 7.3, -62.0, .
- CC1(C)CC(NCCN2CCN(C3=CC(=C(C#N)C#N)CC(C)(C)C3)CC2)=CC(=C(C#N)C#N)C1
  -4.3, 12.2, -30.3, 4.6, 5.2, -3.9, .
- O=C(Oc1ccc[nH]c1=O)c1cc([N+](=O)[O-])cc([N+](=O)[O-])c1
  -1.2, 0.2, 7.3, -2.0, -3.2, 9.3, .
- C/C(CC(=O)Nc1ccc(C)c(Cl)c1)=N\NC(=O)Cc1cccs1
  0.4, 1.4, 11.0, -1.3, 16.9, -1.3, 5.2
- COc1ccc(C(=O)Nc2nnc(CCc3ccccc3)s2)c(OC)c1
  5.6, -1.4, ., 0.5, -9.5, -19.2, -4.8

Next section:
Structure,CFTR F508del cor,PAX8 reporter,INS-1E GSIS act,FN deposit inh,DENV2 CPE,EWS-Fli inh,miR122 inh
CC(=O)NCCNC(=O)c1ccc(Cn2c(=O)[nH]c3ccsc3c2=O)cc1,-3.3,21.0,4.3,9.5,17.5,2.5,0.6
Cc1cccc(C(=O)NNC(=S)NC(=O)c2cccs2)c1,4.4,20.4,-34.1,4.6,-4.0,.,10.9
COc1cccc(NC(=O)N(C)C[C@@H]2OCc3cn(nn3)CCCC(=O)N([C@@H](C)CO)C[C@H]2C)c1,-0.5&-3.4&1.9,-4.1&-6.3&-14.2,3.2&6.3,6.7&3.3,13.7&2.0,-3.4&-2.7&-6.9,-5.7&2.0[16.7 µM]
O=C(N/N=C/C(c1ccccc1)c1ccccc1)c1ccccc1F,2.4,-4.6,-11.6,-6.3,8.3,10.2,.
Cc1ccc(NC(=O)O/N=C/c2ccc(Br)cc2)cc1,0.2,-7.9,0.2,-0.1,-3.3,-9.6,.
Cc1ccccc1S(=O)(=O)NC(=O)C1(C)CCN1C(=O)c1c(C)noc1C (centres undefined),2.0,-9.5,-1.0,10.0,7.2,2.3,-2.6
O=C(Nc1nc2ccccc2c(=O)s1)c1ccco1,1.3,1.3,5.0,-5.1,-4.2,-1.8,.
CCCC(C(=O)NC1CCCC1)N(Cc1ccccc1)C(=O)c1snc(C(N)=O)c1N (centres undefined),-1.7,-8.9,-7.5,8.6,9.1,10.2,.
CCOC(=O)C1(Cc2ccccc2C(F)(F)F)CCN(C(=O)c2cc(C)n(C)n2)CC1,-3.6,-147.7,4.3,3.6,8.0,-42.2,.
Cc1nnsc1C(=O)Nc1cc(Cl)ccc1Cl,.,4.2,.,-5.3,.,.,-0.4
N/C(=N\OC(=O)Nc1ccccc1)c1ncc([N+](=O)[O-])s1,-5.6,42.1,-4.7,-8.8,33.2*,17.2,.
CC1=CC(C)C(CN(CCC[N+](C)(C)C)C(=O)Nc2ccccc2)C(C)C1 (centres undefined),-2.2,-2.2,4.6,-7.1,9.2,-2.4,.
C=CCn1c(O)c(N=O)c2cc(C)ccc21,0.7,-12.0,-12.9,22.4,3.1,7.7,-2.1
Cc1cc(C)c2nc(NNC(=O)c3ccc(S(=O)(=O)N4CCCCC4)cc3)sc2c1,7.4,.,.,23.5,-6.0,-12.0,.
CN(CC(=O)Nc1ccc(S(=O)(=O)N2CCCC2)cc1)CC(=O)Nc1ccc(F)c(F)c1F,-1.6,0.3,-4.7,1.0,.,7.5,.
Cc1ccc(-n2ncc3c(NCc4ccco4)ncnc32)cc1C,-2.7,-48.3,-11.7,-8.7,-6.6,-52.1,.
COc1ccc(CCC(=O)NNC(=O)c2cc(Cl)ccc2OC)cc1OC,-1.5,10.0,10.7,3.8,-0.7,-7.5,1.5
C[C@@H]1CN([C@H](C)CO)S(=O)(=O)c2ccc(Br)cc2O[C@@H]1CN(C)C(=O)C1CCCCC1,0.2,.,14.8,-13.9,.,0.7,-1.8[16.7 µM]
COc1ccc(CN(C)C(=O)C2CSC3(C)CCC(=O)N23)c(OC)c1 (centres undefined),-1.0,4.1,25.0,7.4,-6.4,-6.6,-3.5
CCn1c(/C=C/c2ccccc2F)nc2ccccc2c1=O,-3.1,41.5,10.7,3.9,-2.4,-9.8,-10.1
Cc1ccc(Nc2ncccc2C(N)=O)cc1,.,-212.8,-7.0,-4.8,.,.,.
Cc1ccccc1N(C(=O)c1ccccn1)C(C(=O)NCc1ccccc1)c1cccnc1 (centres undefined),-1.0,-11.8,-4.9,-0.6,4.4,8.2,.
O=[N+]([O-])c1cc([N+](=O)[O-])c(Oc2ccccc2F)cc1NN1CCCCC1,-0.8,2.8,16.5,3.3,-7.1,3.9,-0.9
O=C(NCC1CCCO1)c1cccc(S(=O)(=O)Nc2ccccc2Cl)c1 (centres undefined),-1.2,-2.0,-2.6,-4.0,-1.3,-5.7,7.8
COc1ccc(-c2nc3ncccn3c2Nc2ccccc2)cc1,0.4,-19.7,11.6,-15.7,-2.8,-1.6,.
Cc1nc2cc(C(=O)O)ccc2n1-c1ccccc1,-1.7,-0.3,8.1,-7.2,-6.4,14.5,-6.7
O=C(Cc1cccnc1)N1CC(=O)N2[C@@H](CO)[C@H](c3ccc(C#CC4CC4)cc3)[C@@H]2C1,0.7,-6.9,9.9,1.2,5.4,0.1,.
Cc1ccc(-c2c(C)n([O-])c3c([n+]2=O)CCC3)cc1,.,21.1,9.0,-1.7,.,.,.
C[C@H](CO)N1C[C@H](C)[C@H](CN(C)S(=O)(=O)c2ccc(C(F)(F)F)cc2)OCc2ccccc2-c2c(n(C)c3ccccc23)C1=O,-0.6,53.7,-2.5,-13.0,19.3,-8.0,.
Cc1ccc(NC(=O)Cc2nnc(SCC(=O)Nc3ccc(N4CCOCC4)cc3)n2C)cc1,1.5,-22.4,-12.8,6.0,-3.2,-26.3,.
FC(F)(F)c1cccc(CC2CN(Cc3ccccc3)Cc3ccccc3N2c2cc(Cl)cc(Cl)c2)c1 (centres undefined),-1.4,41.6,.,-16.8,-8.6,75.8*,-2.4
CC(=O)CSc1nnc2cc(C)c3ccccc3n12,0.4,-9.8,7.0,12.1,?,-13.8,5.0
Cc1ccc(S(=O)(=O)N2CCCCC2)cc1NC(=O)c1cc(F)c(F)c(F)c1F,0.6,-4.5,-26.6,3.0,-2.7,18.1,0.5
O=C(Nc1ccccc1)C(O)C(O)C(=O)Nc1ccccc1 (centres undefined),-1.2,.,.,.,.,-7.6,0.9
CC(C)NC(=O)CCCOc1ccc(Cl)cc1Cl,4.0,.,-8.5,.,-7.9,-24.8,-1.5
C[C@H](CO)N1C[C@H](C)[C@H](CN(C)C(=O)Nc2cccc3ccccc23)Oc2ccc(N(C)C)cc2CC1=O,-0.5,11.6,-8.9,.,7.7,0.0,-8.1[16.7 µM]
Cc1cc(C)n2ncc(C(=O)NCCc3ccccc3)c2n1,.,-32.9,.,-0.9,.,.,9.5
